RAM inhibit – blocks the yeast RAM network. S. cerevisiae dse1pr::URA3 reporter, 5-FOA growth OD615, 2 d; analog-sensitive cbk1-as2 kinase mutant strain. inhibition, % at 50 µM. hit rate 1.8% among 190,000. AID 868;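 active = inhibition above a set limit, 3 SD over mean compound inhibition, cut at about 8.4% in these data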;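 also: 0% = DMSO-only wells with no growth and 100% = 10 µM 1-NA-PP1 full growth; inhibition rescues growth on 5-FOA so higher OD means more RAM inhibition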
Hsp70 activator – Hsp70 transcriptional activation, primary screen; activation, % at 10 µM; HeLa Hsp70 promoter luciferase reporter, luminescence; scaled: vehicle 0, proteasome-inhibitor control 100%; AID 1203; hit rate 0.04% among 200,000;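 active = activation above the mean across all tested compounds plus 3 SD, cutoff set per campaign, cut at about 5.5% in these data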;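 also: 100% = MG132 at 30 µM as the positive control and 0% = DMSO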
L major viab – Leishmania major promastigote growth inhibition | hit rate 9% among 200,000 | inhibition, % at 10 µM | AID 1063 | Leishmania major promastigotes, resazurin fluorescence viability; in the data active = inhibition above about 50%;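 also: promastigotes grown with compound for 44 hours at 28 °C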
TNAP inh hiacc – inhibitors of human TNAP at high phosphate acceptor concentration. inhibition, % at 20 µM. hit rate 0.03% among 200,000. purified TNAP, CDP-star luminescence, 1 M DEA. AID 1135;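 active = over 50% inhibition of tissue-nonspecific alkaline phosphatase at 20 µM in the single-dose screen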;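 also: plate controls were DMSO wells for no effect and EDTA-quenched wells as full inhibition for full effect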
Target sequence (P05186 whole entry, looked up): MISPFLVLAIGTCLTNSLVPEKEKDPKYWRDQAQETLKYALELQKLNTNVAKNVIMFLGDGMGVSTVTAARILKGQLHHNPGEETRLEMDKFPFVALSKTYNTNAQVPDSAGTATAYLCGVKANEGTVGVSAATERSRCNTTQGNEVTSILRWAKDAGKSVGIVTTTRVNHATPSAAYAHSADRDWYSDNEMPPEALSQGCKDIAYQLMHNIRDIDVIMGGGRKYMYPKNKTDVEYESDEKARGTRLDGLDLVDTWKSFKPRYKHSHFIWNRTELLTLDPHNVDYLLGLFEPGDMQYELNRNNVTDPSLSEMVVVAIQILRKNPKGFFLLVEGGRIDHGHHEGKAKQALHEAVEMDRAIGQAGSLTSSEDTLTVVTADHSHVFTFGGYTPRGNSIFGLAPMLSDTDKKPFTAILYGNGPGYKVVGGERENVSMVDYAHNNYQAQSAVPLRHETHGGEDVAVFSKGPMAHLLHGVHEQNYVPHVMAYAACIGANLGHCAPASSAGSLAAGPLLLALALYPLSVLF
PMI activator – phosphomannose isomerase (human) activation. P34949. purified human PMI, coupled resazurin fluorescence, 20 min; stronger effect = higher value; 1 = vehicle control, 0 substrate-free wells. activation factor at 20 µM. hit rate 0.005% among 190,000;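 active = activation factor of 2 or more at 20 µM, relative to plate controls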
Target sequence (P34949 whole entry, looked up): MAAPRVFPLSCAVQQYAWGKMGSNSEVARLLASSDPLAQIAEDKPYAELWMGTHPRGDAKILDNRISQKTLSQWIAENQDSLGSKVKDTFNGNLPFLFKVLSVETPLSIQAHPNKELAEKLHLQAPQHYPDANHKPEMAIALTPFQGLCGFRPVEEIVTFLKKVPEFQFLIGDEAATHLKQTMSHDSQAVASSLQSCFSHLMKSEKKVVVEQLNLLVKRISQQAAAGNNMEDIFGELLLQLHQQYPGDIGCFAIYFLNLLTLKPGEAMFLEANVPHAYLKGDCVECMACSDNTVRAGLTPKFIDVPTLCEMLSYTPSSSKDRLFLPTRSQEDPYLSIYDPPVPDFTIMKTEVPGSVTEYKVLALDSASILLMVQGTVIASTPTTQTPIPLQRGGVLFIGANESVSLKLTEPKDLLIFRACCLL
Redox H2O2 prof – compounds producing H2O2 with reducing agent – biochemical, NIH compound library profiling, artefact control for MLSCN library redox annotation, primary screen. hit rate 0.03% among 200,000. activation, % at 10 µM. DTT-dependent redox cycling H2O2, phenol red/HRP absorbance; 100% = 100 µM peroxide control, 0% = buffer;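 active = activation of at least 50% relative to the plate's high and low controls in the primary single-dose screen; inactive = activation below 50%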;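 also: compound incubated with DTT at 0.8 mM final as the reducing agent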
TNAP inh no acc – TNAP (human) inhibition, acceptor-free conditions. purified TNAP, CDP-star luminescence, 30 min. inhibition, % at 20 µM. hit rate 0.26% among 200,000;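 active = tissue-nonspecific alkaline phosphatase inhibition above about 50% at 20 µM in the single-dose screen, limit read from the data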;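 also: 0% = DMSO negative control and 100% = EDTA positive control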
HMGR II inh – blocks class II HMG-CoA reductase of Enterococcus faecalis; purified E. faecalis HMGR, NADPH absorbance 340 nm kinetic; inhibition, % at 10 µM; hit rate 0.41% among 190,000;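 active = inhibition above a set limit, the median over all tested compounds plus 3 SD, cut at about 9.5% in these data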;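 also: enzyme runs in reverse so mevalonate oxidation gives rising NADPH absorbance; 0% = complete reaction with DMSO and 100% = background rate lacking mevalonate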
PMI act satM6P – activators of human phosphomannose isomerase at near-saturating mannose 6-phosphate; P34949; coupled PMI enzyme assay, resazurin fluorescence, 20 min; stronger effect = higher value; 1 = untreated enzyme, 0 = substrate-free blank; activation factor at 20 µM; hit rate 0.34% among 190,000;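 active = activation factor of 2 or more at 20 µM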
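test system = human PMI in coupled enzyme assay | medium = HEPES-buffered pH 7.4 with magnesium and detergent | also added = 1.0 mM mannose-6-phosphate substrate with 0.22 mM NADP+ | compound = 20 µM single dose | times = 20 min incubation at room temperature | measured by = resorufin fluorescence (Ex 544/Em 590 nm) from resazurin via diaphorase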
S1P3 antag – S1P3 (human) receptor antagonism; Q99500; CHO S1P3 NFAT-BLA reporter, FRET fluorescence, antagonist mode; inhibition, % at 4.98 µM; hit rate 0.27% among 170,000;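 active = inhibition above the plate cutoff, the mean inhibition of test wells on that plate plus 3 SD, cut at about 28% in these data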;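 also: cells challenged with S1P at its EC80 of 0.8 µM; blue over green emission ratio from cleaved BLA substrate after 4 h stimulation; 0% = S1P-stimulated wells and 100% = unstimulated DMSO-only wells; some compounds past the cut are filed as inactive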
* hit, by the source's call. The order is random, and some 12% of all compounds hit somewhere here.

`COc1cccc(Cn2cc(C(=O)NCCN(C)C)nn2)c1` gave RAM inhibit 0.0, Hsp70 activator -0.3, L major viab -3, TNAP inh hiacc -3, Redox H2O2 prof -0.5, TNAP inh no acc -7, HMGR II inh -5 and S1P3 antag -5.
O=C(CCCN1C(=O)c2cccc3cccc(c23)C1=O)N1CCN(c2ccccc2O)CC1 was read as RAM inhibit 1.1, Hsp70 activator -0.2, L major viab 70*, TNAP inh hiacc 1, PMI activator 1, Redox H2O2 prof 0.4, TNAP inh no acc 1, HMGR II inh 0, PMI act satM6P 0.9 and S1P3 antag -4.
`COCCCNC(=O)Cn1c(=O)n(CC(=O)NCCc2ccc(OC)c(OC)c2)c(=O)c2sccc21` gave RAM inhibit 1.4, Hsp70 activator -0.3, L major viab 6, TNAP inh hiacc -7, PMI activator 1.1, Redox H2O2 prof -0.6, TNAP inh no acc -1, HMGR II inh -7, PMI act satM6P 1 and S1P3 antag -16.
C#CCOC(=O)c1ccccc1C(=O)O was read as RAM inhibit 0.2, Hsp70 activator -0.1, L major viab -7, TNAP inh hiacc 3, PMI activator 1.2, Redox H2O2 prof 1.3, TNAP inh no acc -4, HMGR II inh -2 and PMI act satM6P 1.2.
`CCCN(CCC)CC(O)CN1C(=O)NC(C)(C)C1=O` (stereo unspecified) gave RAM inhibit 0.9, Hsp70 activator -0.3, L major viab -5, TNAP inh hiacc -5, PMI activator 1, Redox H2O2 prof -1.0, TNAP inh no acc -12, HMGR II inh -4, PMI act satM6P 1.1 and S1P3 antag inactive.
`CCN1CNC(=S)N(c2cc(C)ccc2C)C1` gave RAM inhibit 3.6, Hsp70 activator -0.2, L major viab -2, TNAP inh hiacc -2, PMI activator 0.9, Redox H2O2 prof -4.1, TNAP inh no acc -4, HMGR II inh 5 and PMI act satM6P 0.9.
For COc1ccccc1/C=N/NC(=O)CSc1cc(C)nc2ccccc12 the results were RAM inhibit 3.3, Hsp70 activator -0.4, L major viab 13, TNAP inh hiacc -2, Redox H2O2 prof 1.0, TNAP inh no acc -6, HMGR II inh 4 and S1P3 antag 8.
O=Nc1ccc(NOC(=O)c2ccc(Br)cc2)cc1 was read as RAM inhibit 1.2, Hsp70 activator 0.0, L major viab 7, TNAP inh hiacc -4, PMI activator 1, Redox H2O2 prof 1.6, TNAP inh no acc -1, HMGR II inh 3 and PMI act satM6P 0.9.
Screening O=C1CC(Sc2ncn[nH]2)C(=O)N1c1ccccc1 (stereo unspecified) returned RAM inhibit 0.7, Hsp70 activator -0.5, L major viab 31, TNAP inh hiacc 1, PMI activator 0.6, Redox H2O2 prof 0.0, TNAP inh no acc -36, HMGR II inh -3 and PMI act satM6P 0.8.
For COc1ccc(-c2nnn(CC(=O)N3CCN(c4ccccc4OC)CC3)n2)cc1OC the results were RAM inhibit 0.1, Hsp70 activator -0.2, L major viab 6, TNAP inh hiacc -4, PMI activator 0.9, Redox H2O2 prof 0.8, TNAP inh no acc -8, HMGR II inh -1, PMI act satM6P 0.9 and S1P3 antag 0.
Screening CN1CCN(/N=C/c2nc(-c3ccccc3Cl)n3ccccc23)CC1 returned RAM inhibit 1.5, Hsp70 activator -0.3, L major viab -2, TNAP inh hiacc 0, PMI activator 1.1, Redox H2O2 prof 0.1, TNAP inh no acc 2, HMGR II inh -6, PMI act satM6P 1.1 and S1P3 antag 1.
Screening Cc1cccc(CC2CC(=O)N(c3nc4ccccc4s3)C2=O)c1 (stereo unspecified) returned RAM inhibit 2.4, Hsp70 activator 0.0, L major viab -3, TNAP inh hiacc -5, PMI activator 1, Redox H2O2 prof -0.3, TNAP inh no acc -8, HMGR II inh -4, PMI act satM6P 1.1 and S1P3 antag -3.
CCOC(=O)c1c(NC(=O)COc2ncnc3ccccc23)sc(C)c1CC was read as RAM inhibit 1.7, Hsp70 activator -0.4, L major viab 16, TNAP inh hiacc 4, PMI activator 0.8, Redox H2O2 prof 0.3, TNAP inh no acc 7, HMGR II inh -5, PMI act satM6P 1 and S1P3 antag -27.
For CCC(CC)C(=O)Nc1c(C)n(C)n(-c2ccccc2)c1=O the results were RAM inhibit 1.8, Hsp70 activator 0.0, L major viab -1, TNAP inh hiacc -2, PMI activator 1, Redox H2O2 prof -1.8, TNAP inh no acc -2, HMGR II inh 3 and PMI act satM6P 1.
`CCOC(=O)c1cnc2c(cnn2C)c1NCCCN(C)C` gave RAM inhibit 0.1, Hsp70 activator -0.3, L major viab 3, TNAP inh hiacc -2, PMI activator 1, Redox H2O2 prof -0.1, TNAP inh no acc 1, HMGR II inh -7 and PMI act satM6P 0.9.
For Cn1cc(CNCCCn2ncc3ccccc32)c(-c2ccccc2F)n1 the results were RAM inhibit 2.6, Hsp70 activator 0.1, L major viab 4, TNAP inh hiacc -6, PMI activator 0.9, Redox H2O2 prof 0.6, TNAP inh no acc -6, HMGR II inh -2, PMI act satM6P 1 and S1P3 antag 3.
O=C(CCCSc1nc2ccccc2s1)NCc1ccc2c(c1)OCO2 was read as RAM inhibit 6.2, Hsp70 activator -0.1, L major viab -2, TNAP inh hiacc 2, PMI activator 0.8, Redox H2O2 prof -0.5, TNAP inh no acc 7, HMGR II inh -2, PMI act satM6P 0.9 and S1P3 antag 5.
COc1cc(/C=C/C(=O)c2c(O)ccc3c(C)cc(=O)oc23)ccc1O was read as RAM inhibit 2.6, Hsp70 activator -0.2, L major viab 99*, TNAP inh hiacc 1, PMI activator 0.8, Redox H2O2 prof 0.8, TNAP inh no acc -1, HMGR II inh -8 and PMI act satM6P 0.9.
For COC(=O)Nc1ncc(CN2CCCCC2)s1 the results were RAM inhibit 1.2, Hsp70 activator -0.5, L major viab -1, TNAP inh hiacc 0, PMI activator 0.9, Redox H2O2 prof 0.1, TNAP inh no acc -6, HMGR II inh -1 and PMI act satM6P 0.9.
Cc1ccc(-c2nc3cc(NC(=O)C(C)C)ccc3o2)cc1C was read as RAM inhibit 1.6, Hsp70 activator 0.1, L major viab 7, TNAP inh hiacc 1, PMI activator 1.1, Redox H2O2 prof 0.7, TNAP inh no acc -6, HMGR II inh -2, PMI act satM6P 1 and S1P3 antag 6.
Screening CCCCCCN=CC1=C(O)C(C(=O)OC)C(C)(C)CC1=O (stereo unspecified) returned RAM inhibit 0.7, Hsp70 activator -0.6, L major viab -3, TNAP inh hiacc 0, PMI activator 1, Redox H2O2 prof -0.1, TNAP inh no acc -12, HMGR II inh 0 and PMI act satM6P 1.
Screening O=C(NCCC1=CCCCC1)C(=O)NCc1ccccc1Cl returned RAM inhibit 2.7, Hsp70 activator -0.3, L major viab -5, TNAP inh hiacc -6, PMI activator 1, Redox H2O2 prof -6.4, TNAP inh no acc -10, HMGR II inh -1 and PMI act satM6P 1.
Screening COc1ccc(C2CC(=O)c3cnc(NC(=O)c4ccccc4)nc3C2)c(OC)c1 (stereo unspecified) returned RAM inhibit 1.5, Hsp70 activator -0.5, L major viab 39, TNAP inh hiacc -7, PMI activator 1, Redox H2O2 prof 2.7, TNAP inh no acc -16, HMGR II inh 2, PMI act satM6P 1 and S1P3 antag -29.
Cc1cccc(C(=O)c2c(N)sc3c2CCCC3)c1 was read as RAM inhibit 1.0, Hsp70 activator -0.3, L major viab 0, TNAP inh hiacc -2, PMI activator 1, Redox H2O2 prof -0.3, TNAP inh no acc -12, HMGR II inh -9, PMI act satM6P 1 and S1P3 antag 2.
Screening N#Cc1c(-c2ccccc2)nc(-c2ccccc2)[nH]c1=O returned RAM inhibit 3.3, Hsp70 activator -0.5, L major viab -17, TNAP inh hiacc -4, PMI activator 1, Redox H2O2 prof -4.9, TNAP inh no acc -11, HMGR II inh 1 and PMI act satM6P 1.
For O=c1ccnc(Sc2ncccc2[N+](=O)[O-])[nH]1 the results were RAM inhibit 3.5, Hsp70 activator -0.2, L major viab 6, TNAP inh hiacc 0, PMI activator 1.1, Redox H2O2 prof 0.6, TNAP inh no acc -9, HMGR II inh -1 and PMI act satM6P 1.
CN(C(=O)c1ccc(C#N)cc1)c1nnc(-c2ccccn2)s1 was read as RAM inhibit 4.0, Hsp70 activator 0.0, L major viab -2, TNAP inh hiacc -2, PMI activator 0.9, Redox H2O2 prof 0.1, TNAP inh no acc -7, HMGR II inh -6 and PMI act satM6P 0.9.
Screening Cc1nc2ccccc2n1CCc1nc2c3ccccc3nc(SCC#N)n2n1 returned RAM inhibit 0.4, Hsp70 activator 0.0, L major viab -6, TNAP inh hiacc -4, PMI activator 1, Redox H2O2 prof -2.2, TNAP inh no acc -13, HMGR II inh -3 and PMI act satM6P 1.
Screening CC(CN1C(C)CCCC1C)OC(=O)c1ccc(Cl)cc1 (stereo unspecified) returned RAM inhibit -1.4, Hsp70 activator -0.4, L major viab 3, TNAP inh hiacc 0, PMI activator 1.3, Redox H2O2 prof 0.0, TNAP inh no acc -4, HMGR II inh -2, PMI act satM6P 1.1 and S1P3 antag 0.
For O=C(CN1CCOCC1)N1CCCc2c1c(=O)oc1ccc(OCc3ccccc3)cc21 the results were RAM inhibit 1.3, Hsp70 activator -0.4, L major viab 0, TNAP inh hiacc -1, PMI activator 0.8, Redox H2O2 prof 1.5, TNAP inh no acc -3, HMGR II inh -1, PMI act satM6P 0.8 and S1P3 antag -16.
For Cc1cc(C(=O)OCC(=O)Nc2cc(S(=O)(=O)N(C)C)ccc2Cl)c2ccccc2n1 the results were RAM inhibit 1.6, Hsp70 activator -0.1, L major viab -5, TNAP inh hiacc -5, PMI activator 1, Redox H2O2 prof 0.3, TNAP inh no acc -46, HMGR II inh 4, PMI act satM6P 1 and S1P3 antag 0.
Screening C/C(Cn1cnc([N+](=O)[O-])n1)=N\NC(=O)c1cccnc1 returned RAM inhibit -0.3, Hsp70 activator -0.1, L major viab 35, TNAP inh hiacc -5, PMI activator 1.3, Redox H2O2 prof -0.8, TNAP inh no acc -4, HMGR II inh 0, PMI act satM6P 1.2 and S1P3 antag -11.
`COc1cccc(-c2cc(C(F)(F)F)nc(-n3cc(Cl)cn3)n2)c1` gave RAM inhibit 4.4, Hsp70 activator -0.3, L major viab 4, TNAP inh hiacc -4, PMI activator 0.9, Redox H2O2 prof 0.1, TNAP inh no acc -11, HMGR II inh -7 and PMI act satM6P 0.9.

For reference, 2 of the compounds above.
Screening C/C(Cn1cnc([N+](=O)[O-])n1)=N\NC(=O)c1cccnc1 returned RAM inhibit -0.3, Hsp70 activator -0.1, L major viab 35, TNAP inh hiacc -5, PMI activator 1.3, Redox H2O2 prof -0.8, TNAP inh no acc -4, HMGR II inh 0, PMI act satM6P 1.2 and S1P3 antag -11.
`COc1cccc(-c2cc(C(F)(F)F)nc(-n3cc(Cl)cn3)n2)c1` gave RAM inhibit 4.4, Hsp70 activator -0.3, L major viab 4, TNAP inh hiacc -4, PMI activator 0.9, Redox H2O2 prof 0.1, TNAP inh no acc -11, HMGR II inh -7 and PMI act satM6P 0.9.

Screening data from PubChem.
